phage Ecoli inh = E. coli growth loss with phage present. growth absorbance. inhibition, % at 11.9 µM. 0.26% of 360,000 active; in the data active = inhibition above about 11%
MITF TRPM1 HTS = increases MITF-driven TRPM1 promoter luciferase signal; activation, % at 12.5 µM; 0.75% of 300,000 active; SK-MEL-5 TRPM1-promoter luciferase, 24 h; % of positive control, neutral wells = 0;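 active = mean activation of at least 80% with every replicate also reaching 80%; inconclusive = mean reaches 80% but some replicate falls short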;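 note: 0% = neutral control wells and 100% = parthenolide positive control wells; values of inactives mirror those of a sister screen read the other way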
AddAB inh = less growth of phage-infected E. coli with AddAB; E. coli expressing H. pylori AddAB, absorbance growth; inhibition, % at 11.9 µM; 0.29% of 330,000 active; in the data active = inhibition above about 12%;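 note: 0% = vehicle wells of infected cells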
SR-BI uptake up = SR-BI HDL lipid transfer activation. CHO ldlA[mSR-BI] cells, DiI-HDL uptake fluorescence, 3 h; 100 = double the neutral-control signal. activation, % at 12.5 µM. 0.096% of 320,000 active;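 active = mean replicate activation of at least 60% and every replicate at or above 60%; inconclusive = mean or all-replicate condition met, but not both; inactive = mean below 60% and not all replicates reaching 60%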;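 note: 0% = median plate neutral-control signal and 100% = twice that signal; values of inactives mirror those of a sister screen read the other way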
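Assay system: CHO ldlA[mSR-BI] cells, LDL receptor-null, SR-BI overexpressing; medium: Ham's F12 with 0.5% BSA, HEPES 25 mM, pH 7.4; also added: DiI-HDL 10 µg/mL; timing: 3 h uptake period with compound, 37 °C; signal: DiI fluorescence, bottom read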
SR-BI DiI inh = mouse SR-BI HDL lipid transfer inhibition. ldlA[mSR-BI] CHO cells, DiI-HDL uptake fluorescence, 3 h. inhibition, % at 12.5 µM. AID 488896. 0.96% of 320,000 active. Q61009;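 active = mean replicate inhibition of at least 70% and a set share of replicates each scoring 70 or more; inconclusive = meets just one of the two criteria; inactive = fails both criteria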;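 note: 0% = median of neutral control wells and 100% = median of positive control wells; values of inactives mirror those of a sister screen read the other way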
Target sequence (Q61009 whole entry, looked up): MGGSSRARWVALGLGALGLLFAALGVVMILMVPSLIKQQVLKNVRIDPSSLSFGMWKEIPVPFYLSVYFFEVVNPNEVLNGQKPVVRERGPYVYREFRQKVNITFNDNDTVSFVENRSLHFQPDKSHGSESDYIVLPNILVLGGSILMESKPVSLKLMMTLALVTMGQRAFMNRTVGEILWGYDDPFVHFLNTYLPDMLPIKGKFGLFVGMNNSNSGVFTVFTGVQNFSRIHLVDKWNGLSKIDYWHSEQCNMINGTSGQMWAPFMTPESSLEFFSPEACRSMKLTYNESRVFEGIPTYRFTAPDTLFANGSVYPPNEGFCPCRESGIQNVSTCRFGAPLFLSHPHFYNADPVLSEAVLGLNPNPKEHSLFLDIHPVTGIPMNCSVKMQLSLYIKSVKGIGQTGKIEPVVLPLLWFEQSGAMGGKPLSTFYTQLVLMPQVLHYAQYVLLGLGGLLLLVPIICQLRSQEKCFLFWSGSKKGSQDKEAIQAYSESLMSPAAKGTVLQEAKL
CAL PDZ FP-1 = blocks peptide binding to human CAL PDZ domain; Q9HD26; purified CAL PDZ, TMR-peptide fluorescence polarization, 1 h; inhibition, % at 20 µM; 0.02% of 330,000 active; AID 504414;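 active = highest replicate inhibition of at least 40%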;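 note: plate controls were DMSO neutral control wells for no effect and unlabeled competitor peptide control wells for full effect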
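Read-out basis: mP drop reported as inhibition | Assay system: Tagged CAL PDZ protein CerCALP, purified | Benchmarks: Unlabelled peptide for full inhibition, DMSO wells as neutral | Schedule: 1 h incubation at room temperature before polarization reading | Buffer or medium: Sodium phosphate/NaCl buffer pH 7.4 with TCEP, IgG, Thesit | Doses: Single point, 20 µM | Measured by: Fluorescence polarization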
CAL PDZ FP-2 = inhibitors of human CAL PDZ peptide binding | Q9HD26 | purified CAL PDZ, TMR-peptide fluorescence polarization, 1 h | inhibition, % at 24.9 µM | 0.92% of 300,000 active | AID 602252;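 active = mean inhibition of at least 30% with at least half of replicates also reaching 30%; inconclusive = no clear call, values can overlap the other calls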;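 note: 0% = DMSO neutral control and 100% = excess unlabeled competitor peptide PRC23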
Wnt act = activates Wnt/beta-catenin signaling in a reporter cell assay; activation, % at 9.35 µM; AID 743398; activator, plate reader; 1.2% of 300,000 active; in the data active = activation above about 30%, passing the limit was not always enough; inconclusive = no clear call, values can overlap the other calls;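 note: 0% = neutral control wells and 100% = positive control wells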
Ecoli viability = bacterial growth inhibition, counter-screen for AddAB inhibitors. E. coli V3065 growth, OD600 absorbance, 18 h. inhibition, % at 11.9 µM. 0.27% of 330,000 active;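 active = inhibition above the campaign's mean inhibition across all tested compounds plus 3 SD, cut at about 9.9% in these data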;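 note: uninfected addAB+ strain grown without phage in ampicillin broth; 0% = DMSO wells and 100% = ciprofloxacin 0.95 µg/ml wells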
Tat export inh = inhibitors of E. coli Tat protein transport; AID 488895; E. coli MC4100 TorA-mCherry Tat export, fluorescence; 0.036% of 340,000 active; inhibition, % at 10 µM;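 active = mean replicate inhibition at least 50% and at least half of replicates individually reaching 50%; inconclusive = only one of the two criteria met; inactive = neither criterion met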;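 note: exported cargo escapes ClpAP degradation while cytoplasmic cargo is degraded and loses fluorescence; 0% = median of neutral control wells and 100% = median of NaSCN control wells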
* marks the source's active call; other numbers are inactive results; ? = inconclusive; · = not tested or not shown. An excerpt; the hit share may differ from the screen's.

SMILES	phage Ecoli inh	MITF TRPM1 HTS	AddAB inh	SR-BI uptake up	SR-BI DiI inh	CAL PDZ FP-1	CAL PDZ FP-2	Wnt act	Ecoli viability	Tat export inh
CC(NS(=O)(=O)OCC(Cl)(Cl)Cl)c1ccccc1 (centres undefined)	4.0	-5	1.1	18	-18	-0.5	-2	-1	-1.5	4
CN1CCN(C(=O)COc2ccc(Oc3ccccc3)cc2)CC1	4.9	1	2.5	21	-21	-0.4	1	0	2.8	-1
Cc1ccc2c(c1)C1CN(C)CCC1N2S(=O)(=O)c1ccccc1 (centres undefined)	2.8	1	1.4	9	-9	-2.1	-4	-2	-1.1	-2
COC(=O)C1C2CC[C@@H](CC1OC(=O)c1ccccc1)N2 (some centres undefined)	·	-4	-2.9	22	-22	0.9	-1	·	0.3	4
CC(CCc1ccccc1)NCCC#N (centres undefined)	0.6	-8	1.6	12	-12	-0.2	-4	-1	-0.2	2
CNC(=O)Oc1ccc(-c2cn3cc(C)ccc3n2)cc1	4.8	-19	-2.4	-4	4	-2.7	0	-5	-1.3	-1
O=C(COc1ccc(Cl)cc1)N1CCN(Cc2ccc([N+](=O)[O-])cc2)CC1	0.6	-8	-2.0	-1	1	-2.0	-3	-10	-0.9	14
COC(=O)C1=C(c2ccc(OC)c(OC)c2)C[C@@H]2CC[C@H]1N2C(=O)N1CCCCC1	2.5	14	2.1	13	-13	-0.7	-1	-1	0.9	-5
Cn1nc(N)c2c1N=P(N1CCOCC1)(N1CCOCC1)N=C2c1ccccc1	2.5	-12	-0.6	20	-20	-1.8	0	·	-1.7	-7
C#CC1(O)CCC2C3CCC4=CC(=O)CCC4=C3C=CC21C (centres undefined)	2.5	-12	·	-11	11	-1.2	-5	-2	·	-37
O=C(CN1CCCCC1)c1ccc(OC(F)F)cc1	5.9	2	4.4	-15	15	-1.5	·	1	0.0	-14
COC(=O)C1=C(c2ccc(F)cc2F)C[C@@H]2CC[C@H]1N2C(=O)NCc1ccc(C(F)(F)F)cc1	1.3	8	1.3	3	-3	-0.8	2	-5	-0.2	19
O=[N+]([O-])c1ccc(NCc2ccccc2)c2nonc12	5.0	·	2.2	·	·	·	·	-10	-0.7	·
COc1cccc(-c2nc(CS(=O)CC(=O)N3CCC4(CC3)OCCO4)c(C)o2)c1 (centres undefined)	0.3	-8	5.2	16	-16	-0.9	·	·	2.6	-2
BrCC(Br)(Br)Br	2.1	-14	1.7	-6	6	-2.4	-6	2	-0.3	1
CCC1(c2ccccc2)C(=O)NC(=S)NC1=O	2.1	-2	·	11	-11	-0.6	-4	1	·	2
CCCC(=O)Nc1ccc(N2CCN(CC)CC2)c(Cl)c1	2.2	·	3.3	27	-27	-2.4	-2	-2	-2.4	2
CC[N+](CC)(CC)CC	1.3	11	-2.4	15	-15	-0.6	0	7	-0.1	-1
O=C1NC(=O)N(Cc2ccco2)C(=O)/C1=C\c1cccn1CCOc1ccc(Cl)cc1	2.5	1	3.0	15	-15	-2.0	0	13	2.7	-2
CCS(=O)(=O)Nc1cccc(C(=C2CCCCC2)c2cnc[nH]2)c1	2.7	-6	-2.1	-1	1	-0.5	4	-27	-1.4	-5
COc1nc(C)nc(NC(=O)NS(=O)(=O)c2ccccc2Cl)n1	6.9	12	1.4	3	-3	0.6	-6	1	0.2	-1
COc1cccc(CN2CCCCC2c2cccnc2)c1 (centres undefined)	0.5	10	1.0	10	-10	-0.2	-1	-1	-1.7	2
COc1ccc(-c2cc(=NCCC(=O)O)c3cc(C)ccc3o2)cc1	1.0	112*	·	2	-2	-0.9	·	13	·	-5
COCCN1C(=O)/C(=C/c2c(OC)cc(OC)cc2OC)C(=O)N(c2ccccc2)C1=O	1.4	-5	-0.9	39	-39	-1.9	2	3	0.2	-9
O=C1NC(=O)N(CCc2ccc(F)cc2)C(=O)/C1=C\C=C\c1ccccc1	1.7	-89	·	7	-7	-0.3	-2	-7	·	2
Clc1cccc(Cl)c1Cl	1.4	12	1.0	-3	3	-0.2	-1	0	-1.8	0
COC(=O)C1=C(c2ccc(C(C)=O)cc2)C[C@@H]2CC[C@H]1N2C(=O)N1CCC(O)(c2ccc(Cl)cc2)CC1	0.8	1	-0.6	-30	30	-0.7	-1	-4	-0.5	10
CC1([N+](=O)[O-])COP(=O)(Nc2cccc(F)c2)OC1 (centres undefined)	3.3	-9	·	21	-21	0.6	-1	-1	·	2
CCCCn1c(O)c(C(C)=NCc2cccnc2)c(=O)[nH]c1=O	0.5	·	4.3	-71	?	0.2	·	-2	1.5	7
CN(C)c1cc[n+](CC(O)C[n+]2ccc(N(C)C)cc2)cc1	0.3	3	2.2	23	-23	-1.0	-2	-3	1.6	9
Cn1c(=O)c2c(ncn2CCCl)n(C)c1=O	4.9	9	3.4	25	-25	-3.1	6	0	0.3	3
C[n+]1c(-c2ccccc2)c2cc(N)ccc2c2ccc(N)cc21	1.5	-59	4.4	-5	5	12	2	-13	3.8	-229
Cc1ccc2c(c1Cl)NC(C(=O)O)C1CC(Sc3ccccc3[N+](=O)[O-])C(Cl)C21 (centres undefined)	·	9	0.9	·	·	-1.1	-3	·	0.3	9
O=[N+]([O-])/C=C1/NCCN1Cc1ccc(Cl)nc1	3.2	-7	-0.8	7	-7	0.0	-1	-2	1.6	-3
Cc1cc(C)cc(N2C(=O)NC(=O)/C(=C\c3cccn3-c3ccc(Cl)cc3)C2=O)c1	3.3	-51	3.2	26	-26	-1.5	-1	-1	-1.6	-2
C=CCn1c(O)c(C(C)=Nc2ccc(N(C)C)cc2)c(=O)[nH]c1=O	-1.3	11	-1.5	-14	14	-0.5	·	-5	-3.9	-2
Cn1c(O)c(/C=C/C=Nc2ccccc2)c(=O)n(C)c1=O	3.2	12	-0.7	17	-17	-0.3	0	-3	-2.3	-12
CC(Cc1ccccc1)NCc1ccccc1O (centres undefined)	-0.9	-4	0.3	14	-14	0.1	2	1	0.0	5
N#CC(Br)Br	2.4	9	-0.2	-5	5	-0.9	-2	1	0.9	-5
Cc1ccsc1C(=O)C1CCCN(Cc2ccccc2O)C1 (centres undefined)	5.0	3	2.2	0	0	-0.3	·	-1	0.9	4

Grouped by structure, those above with fluorine.
SMILES	phage Ecoli inh	MITF TRPM1 HTS	AddAB inh	SR-BI uptake up	SR-BI DiI inh	CAL PDZ FP-1	CAL PDZ FP-2	Wnt act	Ecoli viability	Tat export inh
O=C(CN1CCCCC1)c1ccc(OC(F)F)cc1	5.9	2	4.4	-15	15	-1.5	·	1	0.0	-14
COC(=O)C1=C(c2ccc(F)cc2F)C[C@@H]2CC[C@H]1N2C(=O)NCc1ccc(C(F)(F)F)cc1	1.3	8	1.3	3	-3	-0.8	2	-5	-0.2	19
O=C1NC(=O)N(CCc2ccc(F)cc2)C(=O)/C1=C\C=C\c1ccccc1	1.7	-89	·	7	-7	-0.3	-2	-7	·	2
CC1([N+](=O)[O-])COP(=O)(Nc2cccc(F)c2)OC1 (centres undefined)	3.3	-9	·	21	-21	0.6	-1	-1	·	2

Back to the main list, repeating the 2 entries before the break.
SMILES	phage Ecoli inh	MITF TRPM1 HTS	AddAB inh	SR-BI uptake up	SR-BI DiI inh	CAL PDZ FP-1	CAL PDZ FP-2	Wnt act	Ecoli viability	Tat export inh
N#CC(Br)Br	2.4	9	-0.2	-5	5	-0.9	-2	1	0.9	-5
Cc1ccsc1C(=O)C1CCCN(Cc2ccccc2O)C1 (centres undefined)	5.0	3	2.2	0	0	-0.3	·	-1	0.9	4
Cc1ccc2nc3c(cc2c1)CC1(C(=O)N(C)C(=O)N(C)C1=O)C1CCCCN31 (centres undefined)	1.4	·	0.1	-23	23	·	-4	9	0.0	1
Cn1c2ccccc2c2c(C(=O)N3CCC4(CC3)OCCO4)cn(C3CCCC3)c(=O)c21	1.9	7	-0.6	7	-7	-1.2	-1	·	0.4	-4
CCc1ccccc1N1C(=O)/C(=C/c2ccc(N3CCN(C)CC3)o2)C(=O)NC1=S	1.3	-4	5.1	0	0	-2.3	-3	-1	2.9	-6
CC(=O)Nc1ccccc1C(=O)OCC(=O)Nc1ncccn1	0.5	-7	2.5	14	-14	-3.3	-4	1	1.2	-8
C/C=C/CC#N	1.2	-5	1.9	4	-4	-0.2	-6	1	-1.2	-1
CC1=C(C)CC2(C(=O)NC(=S)NC2=O)C(C)C1 (centres undefined)	0.3	5	·	7	-7	-0.9	-10	-1	·	1
CCOc1cccc(CNCCc2c(C)[nH]c3ccc(OC(F)(F)F)cc23)c1O	5.0	-96	2.2	10	-10	-1.3	0	-12	-0.2	1
C=CCOc1ccc(CC2C(=O)N(C)C(=O)N(C)C2=O)cc1	0.8	·	2.7	8	-8	·	4	-1	0.3	4
COc1ccc(OCC(=O)N2CCN(C/C=C/c3ccccc3)CC2)cc1	2.4	15	-1.7	10	-10	-2.2	-3	-8	0.9	1
CC12CN3CC(C)(CN(C1)C31CCOCC1)C2=O	0.4	2	-1.3	27	-17	1.6	0	-2	0.3	5
CCC(=NCCCn1ccnc1)c1c(O)n(-c2ccc(OC)cc2)c(=O)[nH]c1=O	-1.5	·	-0.2	-15	15	-1.8	4	0	-21	-7
O=C(O)CCC(=O)NCCC1=c2ccccc2=N/C1=C\c1c(O)n(Cc2ccc(F)cc2)c(=S)[nH]c1=O	0.8	-25	-1.9	13	-13	-1.6	2	1	-2.0	-4
COc1ccc(CN2CCN(Cc3ccccc3OC)CC2)cc1	-1.0	4	-1.9	14	-14	0.0	-2	0	-4.0	3
COc1ccccc1N(CC(=O)NC1CCCCC1)C(=O)c1cnn(C(C)C)c1	3.3	-11	2.1	10	-10	0.2	3	0	0.8	10
O=c1[nH]c(=O)n(-c2ccc(F)cc2)c(O)c1/C=C1\C=Nc2ccccc21	1.4	6	-1.2	-10	10	0.3	13	1	-0.4	8
Cc1ccc(NC(=O)CCNC(=O)N2C[C@H]3C[C@@H](C2)c2cccc(=O)n2C3)c(C)c1	4.2	14	6.4	31	-31	-0.1	0	-1	-1.3	5
CC(C)CN1CCN(Cc2ccccc2C(F)(F)F)CC1CCO (centres undefined)	5.5	3	-2.2	32	-32	-0.8	·	-2	-0.3	1
CCOC(=O)c1ccc2[nH]c(-c3ccc(S(=O)(=O)F)cc3)cc(=O)c2c1	0.9	-6	-0.1	5	-5	-2.0	-1	14	0.7	-5
COC(=O)C1=C(c2ccc(F)cc2F)C[C@@H]2CC[C@H]1N2C(=O)N1CCOCC1	2.7	-6	-0.3	19	-19	0.0	0	-1	-2.1	-10

Source: PubChem
